# Compound activity from PubChem BioAssay.
# GPT2 inh = Primary qHTS assay for inhibitors of Glutamate pyruvate transaminase 2 (GPT2). AID 1671188, 2021. hit rate 0.25% among 100,000. Alanine aminotransferase 2 (Homo sapiens), Q8TD30. Potency, µM (highest dose often 57.7 µM), for inactives: at the top dose activity change, negative = inhibition, hits mostly inhibitors. Recombinant GPT2, coupled pyruvate oxidase/HRP Amplex Red fluorescence; further: potency means the concentration at half of the fitted maximal effect; nearly all actives have a fitted effect of over 60% in size; many of its hits are not listed in these tables
#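 Fluorescence read-out: pyruvate from GPT2 turnover coupled to pyruvate oxidase, HRP and Amplex Red (0.2mM ThPP, 0.2U/mL PO and HRP, 50uM Amplex final). Substrates 250uM a-KG, 2mM L-alanine; enzyme 10ng/uL; 30 min RT.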
# HEK293 viab = GF-AFC viability counterscreen for inhibitors of alpha-synuclein gene (SNCA) expression; Potency, µM (doses to about 57.1 µM), for inactives: top-dose activity change, negative = cytotoxicity, actives largely listed as cytotoxic; HEK-293-SNCA-luc viability, GF-AFC fluorescence, 24 h; hit rate 0.12% among 150,000;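 further: potency means the concentration at half of the fitted maximal effect; 0% = DMSO-treated cells and -100% = medium-only wells without cells; nearly all actives have a fitted effect of over 30% in size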
#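 Cytotoxicity counterscreen: after 24 h compound treatment of genome-edited SNCA-luciferase HEK-293 cells, live-cell protease substrate GF-AFC read by fluorescence after 30 min; activity scaled between DMSO (0%) and medium-only (-100%), curves Hill-fitted.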
# NIH3T3 tox = Cytotoxic Profiling in NIH 3T3 Cell Line of Diverse Libraries Using Quantitative High-Throughput Screening; NIH 3T3 viability, CellTiter-Glo ATP luminescence, 48-72 h; Potency, µM (top dose mostly 96.7 µM), inactives show top-dose activity change, negative = cytotoxicity, hits mostly inhibitors; hit rate 4.3% among 94,000; further: potency means the concentration at half of the fitted maximal effect; nearly all actives have a fitted effect of over 55% in size
#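 Cells were seeded at 400 per well, treated with pin-transferred compound, and kept 48 or 72 hr at 37 °C before CellTiter-Glo addition and luminescence imaging of cellular ATP.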
# IP6K1 inhibitor = Primary qHTS assay for small molecule inhibitors of Inositol hexaphosphate kinase 1 (IP6K1); Inositol hexakisphosphate kinase 1 (Homo sapiens), Q92551; IP6K1 kinase, ADP-Glo luminescence, 2 h; hits give low values; activity change, % (series mostly up to about 58 µM); hit rate 0.81% among 140,000; AID 1645851, 2021; in the data active means activity change below about -25%
# Target sequence (Q92551 whole entry, looked up): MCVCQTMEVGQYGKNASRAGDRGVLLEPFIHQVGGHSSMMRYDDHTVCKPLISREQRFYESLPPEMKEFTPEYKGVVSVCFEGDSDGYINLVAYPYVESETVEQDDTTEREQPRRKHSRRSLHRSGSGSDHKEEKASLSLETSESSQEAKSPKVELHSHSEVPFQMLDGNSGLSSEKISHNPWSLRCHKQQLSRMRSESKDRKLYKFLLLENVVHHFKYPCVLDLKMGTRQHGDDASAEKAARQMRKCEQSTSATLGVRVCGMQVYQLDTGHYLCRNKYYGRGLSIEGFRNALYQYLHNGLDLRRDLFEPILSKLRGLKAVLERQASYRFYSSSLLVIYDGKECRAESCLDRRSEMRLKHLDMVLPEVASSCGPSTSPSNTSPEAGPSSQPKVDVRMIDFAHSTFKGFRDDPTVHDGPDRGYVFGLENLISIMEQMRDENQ
#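 ADP-Glo luminescence measures ADP made by human IP6K1 during a 2 h RT reaction with ATP/IP6 (mix at 1.3 mM/130 uM); top library doses 57.5 and 19.1 uM final.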
# Luciferase inh = Firefly luciferase inhibition profiling of diverse chemical library using quantitative high-throughput screening; Luciferin 4-monooxygenase (Photinus pyralis), P08659; purified P. pyralis luciferase, luminescence, biochemical; Potency, µM (doses to about 115 µM), without a hit: at the top dose activity change, negative = inhibition, usual class: inhibitors; hit rate 2.5% among 76,000; further: potency means the concentration at half of the fitted maximal effect; nearly all actives have a fitted effect of over 65% in size
# Target sequence (P08659 whole entry, looked up): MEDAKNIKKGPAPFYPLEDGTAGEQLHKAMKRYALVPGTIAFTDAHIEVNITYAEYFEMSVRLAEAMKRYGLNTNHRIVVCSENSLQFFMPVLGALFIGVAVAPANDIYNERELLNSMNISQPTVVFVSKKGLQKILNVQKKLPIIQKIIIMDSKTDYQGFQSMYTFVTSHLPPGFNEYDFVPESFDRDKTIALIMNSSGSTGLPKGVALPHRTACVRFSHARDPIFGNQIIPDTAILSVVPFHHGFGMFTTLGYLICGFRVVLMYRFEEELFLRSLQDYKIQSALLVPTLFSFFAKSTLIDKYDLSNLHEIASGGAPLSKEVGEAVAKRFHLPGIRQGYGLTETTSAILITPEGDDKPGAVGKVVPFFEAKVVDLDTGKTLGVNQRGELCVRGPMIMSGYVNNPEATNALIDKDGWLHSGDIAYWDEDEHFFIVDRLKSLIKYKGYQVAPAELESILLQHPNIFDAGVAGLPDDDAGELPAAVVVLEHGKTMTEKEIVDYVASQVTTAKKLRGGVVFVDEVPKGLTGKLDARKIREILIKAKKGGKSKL
#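 Biochemical qHTS: compound (6-point titration) added to 10uM D-luciferin plus 10uM ATP in Tris acetate pH 7.5 buffer with Mg, Tween-20 and BSA, then purified enzyme at 10nM; light output imaged.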
# SNCA expr inhib = Primary qHTS assay for inhibitors of alpha-synuclein gene (SNCA) expression; AID 1671194, 2021; Potency, µM (highest dose often 57.2 µM), inactives show at the highest dose activity change, negative = inhibition, most hits filed as inhibitors; HEK-293 SNCA-luciferase knock-in, luminescence, 24 h; hit rate 0.17% among 140,000;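 further: potency means the concentration at half of the fitted maximal effect; plate controls were DMSO cells for no effect and cell-free wells for full effect; nearly all actives have a fitted effect of over 45% in size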
# HEK cytotox = Cytotoxic Profiling in HEK 293 Cell Line of Diverse Libraries Using Quantitative High-Throughput Screening. Potency, µM (series often up to 115 µM), for inactives: at the highest dose activity change, negative = cytotoxicity, usual class: inhibitors. HEK 293 viability, ATP luminescence (CellTiter-Glo), 48-72 h. hit rate 6.6% among 94,000; further: potency means the concentration at half of the fitted maximal effect; nearly all actives have a fitted effect of over 60% in size
#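 qHTS cytotoxicity; HEK 293, 250 cells/well; compound pinned; 48 or 72 hr, 37 degree Celsius, 5% CO2, 95% humidity; CellTiter-Glo, 10 min RT; luminescence (ATP).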
# * hit, by the source's call; i = inactive; ? = inconclusive; . = not tested or not shown; [ ] = dose if it differs, or a comment. Unless noted, the call rests on the fitted dose curve; in most records, active means well fitted curve in the direction sought with a large enough effect; inconclusive means small, poorly fitted or top-dose-only effect, or another doubt; inactive means no such curve, though single readings can be large; an effect the other way counts as inactive or inconclusive. Unless noted, on the % scale 0 is the no-effect control and ±100 the full control effect.
entry	Molecule	GPT2 inh	HEK293 viab	NIH3T3 tox	IP6K1 inhibitor
1	O=C(c1ccc2c(c1)OCO2)N1CCC(c2nnc3n2CCNC3)CC1	i	4%	-8%	11
2	CCOc1ccccc1C(=O)NC1CCN(c2cc(-c3ccc(F)cc3)[nH]n2)C1 (stereo not given)	?	-25%	?	10
3	CNCC(=O)N1CCCC(N2CCN(c3ccc(OC)cc3)CC2)C1 (stereo not given)	-10%	0%	-16%	18
4	CC(C)C(C#N)O[C@@H]1O[C@H](CO[C@@H]2OC[C@](O)(CO)[C@H]2O)[C@@H](O)[C@H](O)[C@H]1O (stereo not given in full)	-3%[27.3 µM]	-17%	.	8
5	CCC1Oc2ccc(NC(=O)c3ccccc3F)cc2CN(Cc2ccccc2F)C1=O (stereo not given)	i	10%	?	19
6	CCN(CCNC(=O)CCc1cc2cc(OC)ccc2[nH]c1=O)Cc1ccccc1	i	-1%	0%	29
7	CCCc1nnc(NC(=O)c2cc(=O)c3cc(Cl)ccc3o2)s1	.	2%	.	-11
8	CSc1ncc(C(=O)Nc2cccc(Cl)c2C)c(-c2ccccc2)n1	.	-8%	.	32

entry	Luciferase inh	SNCA expr inhib	HEK cytotox
1	.	-12%	-15%
2	4%	1%	?
3	-2%	-22%	-5%
4	.	.	.
5	-13%	1%	?
6	-2%	-4%	-3%
7	.	22%	.
8	.	-1%	.

# In another format: results already given
# Values run as follows: GPT2 inh	HEK293 viab	NIH3T3 tox	IP6K1 inhibitor	Luciferase inh	SNCA expr inhib	HEK cytotox
2: CCOc1ccccc1C(=O)NC1CCN(c2cc(-c3ccc(F)cc3)[nH]n2)C1 (stereo not given)
→ ?	-25%	?	10	4%	1%	?
4: CC(C)C(C#N)O[C@@H]1O[C@H](CO[C@@H]2OC[C@](O)(CO)[C@H]2O)[C@@H](O)[C@H](O)[C@H]1O (stereo not given in full)
→ -3%[27.3 µM]	-17%	.	8	.	.	.

# Next part.
entry	Molecule	GPT2 inh	HEK293 viab	NIH3T3 tox	IP6K1 inhibitor
9	NC(=O)CSc1nnnn1-c1cccc(O)c1	.	7%	.	-6
10	c1ccc2c(c1)OCC(CCn1ccnc1-c1cc3n(n1)CCNC3)O2 (stereo not given)	?	-17%	-23%	9
11	CC1CCN(S(=O)(=O)c2ccc3c(c2)N(CC(=O)N2CCN(c4ccccc4)CC2)C(=O)CO3)CC1	.	0%	.	-5
12	Cc1sc2ncn(CC(=O)N3CCN(c4ccccc4F)CC3)c(=O)c2c1S(=O)(=O)N1CCN(c2ncccn2)CC1	.	-5%	.	-10
13	CCOc1ccc(-c2nonc2NC(=O)c2oc3cc(C)ccc3c2C)cc1OCC	.	-3%	.	-9
14	O=C(O)CCCCC1CCSS1 (stereo not given)	i	15%[23.9 µM]	.	15
15	Clc1ccc(C2Cn3nnc(-c4nc(-c5ccc6c(c5)OCO6)no4)c3CO2)cc1 (stereo not given)	i	-11%	4%	1
16	CNC(=O)CCn1ncc2cc(OCc3ccccc3-c3c(C)noc3C)ccc21	0%[88.5 µM]	4%[87.6 µM]	?	2

entry	Luciferase inh	SNCA expr inhib	HEK cytotox
9	.	-8%	.
10	-4%	-10%	?
11	.	?	.
12	.	61%[activator]	.
13	.	11%	.
14	.	-1%[25.6 µM]	.
15	3%	-10%	2%
16	?	-33%[87.6 µM]	?

# Remaining list, next part.
entry	Molecule	GPT2 inh	HEK293 viab	NIH3T3 tox	IP6K1 inhibitor
17	O=C(COc1ccc(C(=O)c2ccccc2)cc1)NC1CCN(Cc2ccccc2)CC1	-2%	-18%	.	-10
18	COc1ccc(C2Cn3nnc(C(=O)NC4CCCCCCC4)c3CO2)cc1 (stereo not given)	-8%	-8%	?	4
19	CCOc1ccc(NC(=O)Cn2c(=O)c(-c3noc(C)n3)c3n(c2=O)CCCC3)cc1	i	-5%	i	10
20	CC(=O)N1CCc2c(sc3c2c(=O)n(-c2cccc(Cl)c2C)c(=O)n3Cc2ccccc2C)C1	.	?	.	18
21	O=C(CNC(=O)c1ccc(-c2cccc(C(F)(F)F)c2)cc1)NCc1cccc(F)c1	2%	-2%[12.5 µM]	?	2
22	CCN(CCCNC(=O)Cn1ncc2c([nH]c3ccc(C)cc32)c1=O)c1cccc(C)c1	.	-1%	.	21
23	COc1ccc2c(c1)Cc1sc(NC(=O)c3cccc(Br)c3)nc1-2	.	-7%	.	-3
24	Cc1c(Cl)cccc1NS(=O)(=O)c1ccc(NS(=O)(=O)c2ccc3c(c2)OCCO3)cc1	.	-2%	.	-7

entry	Luciferase inh	SNCA expr inhib	HEK cytotox
17	.	.	.
18	-3%	-18%	?
19	0%	-8%	1%
20	.	-7%	.
21	.	-14%	-29%
22	.	9%	.
23	.	48%[activator]	.
24	.	3%	.

# (further entries)
entry	Molecule	GPT2 inh	HEK293 viab	NIH3T3 tox	IP6K1 inhibitor
25	Cn1ccnc1SCC(=O)Nc1cccc(Br)c1	.	11%	.	4
26	O=C(NCc1cccs1)C1CCCCN1Cc1ccc(-c2cccs2)cc1 (stereo not given)	-3%	-13%	28µM*	-1
27	CCN(Cc1noc(C2CCC2)n1)C(=O)C(C)Oc1ccc2ccccc2c1 (stereo not given)	-8%	-15%	-27%	1
28	CC1=C(C(=O)Nc2ccccc2)C(c2cccnc2)n2nc(SCc3ccccc3F)nc2N1 (stereo not given)	.	-8%	.	5
29	O=C(c1cc(F)ccc1F)N1CCOc2ccc(CN3CCc4ccccc4C3)cc2C1	2%	-10%	?	-7
30	Cc1cc(C(=O)N2CCOC[C@H](Oc3cccnc3)C2)c(C(F)(F)F)o1	?	9%[87.6 µM]	-20%[138 µM]	2
31	CN(C)c1ccc(CN2CCOC[C@H]2c2ncc(-c3ccc(F)cc3F)[nH]2)cc1	?	?	?	6
32	COc1ccc(C(=O)N(Cc2ccco2)Cc2ccccc2F)cc1Cl	.	-3%	.	44

entry	Luciferase inh	SNCA expr inhib	HEK cytotox
25	.	133%[activator]	.
26	.	?	32µM*
27	-2%	-29%	35µM*
28	.	-29%	.
29	0%	7%	?
30	-11%[172 µM]	-10%[87.6 µM]	-16%[172 µM]
31	-16%[172 µM]	-12%[87.6 µM]	?
32	.	-19%	.

# Next section
entry	Molecule	GPT2 inh	HEK293 viab	NIH3T3 tox	IP6K1 inhibitor
33	COc1ccc(C(=O)N(C)C2CCCc3ccccc32)cc1 (stereo not given)	i	-8%[87.6 µM]	?	-10
34	COc1ccc(C2Cn3nnc(-c4nc(-c5ccc(OC(C)C)cc5)no4)c3CO2)cc1 (stereo not given)	i	3%	-10%	-7
35	O=C(C1CC1)N1CCC(c2nn(-c3ccccc3)c(=O)[nH]2)CC1	i	-12%[87.6 µM]	-19%[138 µM]	8
36	O=C(C1CCCN([S+](=O)([O-])c2cccs2)C1)N1CCC(N2CCCC2=O)CC1 (stereo not given)	?	10%	-14%	15
37	COCCn1ncc(N2CCCC(CC(=O)NCC3CC3)C2)cc1=O (stereo not given)	i	-1%	-4%	-4
38	COc1ccc(CN2C[C@@H](F)[C@@H](OCc3nc4ccc(F)cc4[nH]3)C2)cn1	-8%[88.5 µM]	-9%[87.6 µM]	?	0
39	CN(C)C(=O)N1CCC(c2nc(CCOc3ccc(F)cc3)no2)C1 (stereo not given)	i	8%	?	5
40	CC(C)=CCc1cc(C(O)C2NC(=O)CNC(=O)C(Cc3c[nH]c4ccccc34)NC(=O)C3CCCN3C(=O)CNC(=O)C(C(C)C)NC(=O)CNC2=O)ccc1O (stereo not given)	i	-8%[12.5 µM]	.	-2

entry	Luciferase inh	SNCA expr inhib	HEK cytotox
33	?	134%[activator][87.6 µM]	?
34	-9%	-8%	-19%
35	-3%[172 µM]	-20%[87.6 µM]	-2%[172 µM]
36	.	7%	-5%
37	-2%	-4%	-4%
38	-1%[172 µM]	-2%[87.6 µM]	?
39	.	39%[activator]	?
40	.	.	.

# Continued.
entry	Molecule	GPT2 inh	HEK293 viab	NIH3T3 tox	IP6K1 inhibitor
41	COc1ccc(Cl)cc1C(=O)NCc1nnc2cc(-c3nc(C(C)C)no3)ccn12	0%	-6%	1%	-10
42	CN(C)c1ccc(-n2c(=O)c(C(=O)NCC(F)(F)F)nc3cccnc32)cc1	i	-8%	-17%	-2
43	O=C1N(c2ccccc2)CC12CCN(S(=O)(=O)Cc1ccccc1)CC2	i	13%	?	-13
44	CCCCNC(=O)c1ccc(CN2C(=O)NC3(CCS(=O)(=O)CC3)C2=O)cc1	-5%	5%	2%	0
45	Nc1c[n+](N2CCOCC2)no1	i	-9%[23.9 µM]	.	-10
46	Cc1ccc(N2CCC3(CCCN3Cc3ccc4nsnc4c3)CC2)nn1	i	-12%	-1%	21
47	CS(=O)(=O)c1ccc(O[C@H]2COCCN(C(=O)c3cnccn3)C2)cc1	-15%[88.5 µM]	6%[87.6 µM]	-7%[138 µM]	-1
48	CN[C@@H](C)C(=O)N1CC[C@H](NC(=O)Cc2cccs2)C[C@H]1C(=O)N[C@@H](Cc1ccc(OC)cc1)C(N)=O	1%	-3%	1%	6

entry	Luciferase inh	SNCA expr inhib	HEK cytotox
41	0%	-20%	0%
42	.	-19%	i
43	.	-8%	?
44	6%	7%	5%
45	.	-15%[25.6 µM]	.
46	-9%	-1%	?
47	13%[172 µM]	-15%[87.6 µM]	-5%[172 µM]
48	-1%	22%	-4%

# (cont.)
entry	Molecule	GPT2 inh	HEK293 viab	NIH3T3 tox	IP6K1 inhibitor
49	COc1ccc(NC(=O)c2nc3sccn3c2-c2cccnc2)cc1	-2%[88.5 µM]	-13%[87.6 µM]	?	0
50	C=CCNC(=O)CC1CCCN(c2cnn(C)c(=O)c2)C1 (stereo not given)	i	-8%	5%	13
51	CCn1c(C(=O)NCc2ccc(OC(C)C)cc2)cc2oc3ccccc3c21	.	5%	.	-5
52	CCCc1noc(-c2cn(C3CCN(C(=O)c4ccccc4)CC3)nn2)n1	-10%	1%	?	0
53	COc1cccc(-c2noc(CCCC(=O)NCc3ccco3)n2)c1	.	-1%	.	13
54	CCc1nc2c(=O)n(CC(=O)NCc3cc(C)ccc3C)nc(C)c2s1	i	7%	-10%	11
55	Cc1nn(C(C)(C)C)c(OC(=O)c2c(F)cccc2F)c1Sc1ccccc1	.	-9%	.	-16
56	CCn1cc(CNC(=O)c2cc(-c3ccc(C)c(C)c3)nc3ccccc23)c(C)n1	.	2%	.	-14

entry	Luciferase inh	SNCA expr inhib	HEK cytotox
49	.	26%[87.6 µM]	-9%[172 µM]
50	-4%	8%	4%
51	.	-3%	.
52	17%	3%	-5%
53	.	35%[activator]	.
54	?	5%	-19%
55	.	-28%	.
56	.	23%	.

# This is a subset; rates above refer to the full screens.
